# DAX1 inh-1: inhibits human nuclear receptor DAX1. P51843. HEK293 Gal4-DAX1 luciferase reporter, luminescence. inhibition, % at 6.75 µM. 0.99% of 340,000 active. AID 504766;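 active = inhibition above the mean over all tested compounds plus 3 SD, cut at about 4.2% in these data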;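 note: 0% = DAX1-transfected cells with DMSO and 100% = empty-vector control cells with DMSO; inhibition shows as a rise in luminescence from relieved DAX1 repression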
# Target sequence (P51843 207-470 limits assumed): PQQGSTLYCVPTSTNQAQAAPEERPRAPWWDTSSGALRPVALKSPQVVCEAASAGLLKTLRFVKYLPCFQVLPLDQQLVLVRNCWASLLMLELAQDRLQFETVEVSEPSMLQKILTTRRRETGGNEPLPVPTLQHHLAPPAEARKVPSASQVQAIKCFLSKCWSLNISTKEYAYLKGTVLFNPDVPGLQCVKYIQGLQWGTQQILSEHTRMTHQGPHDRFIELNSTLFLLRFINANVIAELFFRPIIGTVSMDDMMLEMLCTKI
# ssDAF12 agonist: activators of S. stercoralis DAF-12 nuclear receptor; HEK293 ssDAF-12/GRIP1 lit1-tk-luc reporter, luminescence; % of 3 µM dafachronic acid response; activation, % at 6.8 µM; 1% of 370,000 active;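 active = activation above the mean over all tested compounds plus 3 SD, cut at about 0.9% in these data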;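 note: 0% = DMSO-only wells and 100% = 3 µM delta7-dafachronic acid wells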
# FXN GAA850 act: activators of GAA850 frataxin (FXN) promoter | 0.56% of 360,000 active | HEK293 lucGAA850 FXN promoter luciferase reporter, 24 h; percent of 10 µM SAHA response | activation, % at 6 µM;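 active = activation above the average of all compounds screened plus 3 SD, cutoff fixed separately per campaign, cut at about 7.5% in these data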;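 note: 0% = DMSO wells and 100% = 10 µM SAHA wells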
# DAX1 inh-2: inhibitors of DAX1 repression of SF-1 activated StAR promoter; 1.1% of 370,000 active; AID 652010; inhibition, % at 6.8 µM; HEK293T StAR-luciferase reporter, SF-1/DAX-1 repression relief;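 active = inhibition above the mean over all tested compounds plus 3 SD, cut at about 3.6% in these data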;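 note: 0% = DAX-1 cells with DMSO and 100% = cells lacking DAX-1 with DMSO; higher inhibition means more luminescence from relief of DAX-1 repression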
# HGIII-sPLA2 inh: Blocks human group III sPLA2 activity; Q9NZ20; QFRET BODIPY PC-A2 liposome hydrolysis, fluorescence; inhibition, % at 12.2 µM; 0.56% of 370,000 active; AID 743126;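 active = inhibition above mean plus 3 SD of compounds lying within the high and low control bounds, cut at about 19% in these data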;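 note: 0% = median of test compound wells and 100% = no enzyme DMSO wells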
# Target sequence (Q9NZ20 whole entry, looked up): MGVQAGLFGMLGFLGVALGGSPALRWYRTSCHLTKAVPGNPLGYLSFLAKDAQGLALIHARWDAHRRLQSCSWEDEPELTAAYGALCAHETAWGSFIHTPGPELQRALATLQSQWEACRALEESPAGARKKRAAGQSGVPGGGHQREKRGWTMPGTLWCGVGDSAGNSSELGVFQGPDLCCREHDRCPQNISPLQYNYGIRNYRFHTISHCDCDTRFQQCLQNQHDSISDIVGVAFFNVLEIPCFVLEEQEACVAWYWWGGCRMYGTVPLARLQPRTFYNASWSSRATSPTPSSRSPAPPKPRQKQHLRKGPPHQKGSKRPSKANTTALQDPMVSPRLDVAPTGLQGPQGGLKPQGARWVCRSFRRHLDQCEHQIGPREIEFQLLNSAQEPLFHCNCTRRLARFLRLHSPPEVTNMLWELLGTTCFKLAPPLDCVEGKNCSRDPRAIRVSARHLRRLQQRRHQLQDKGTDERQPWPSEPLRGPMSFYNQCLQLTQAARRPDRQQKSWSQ
# SMARCA2 act: SMARCA2 function activation, primary screen | MG213 cells, MMTV-luciferase reporter, dexamethasone, overnight | activation, % at 9.1 µM | 1% of 370,000 active | AID 652017; in the data active = activation above about 7.8%;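 note: 0% = vehicle wells and 100% = reference activator wells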
# KLK7 zymogen act: activators of human kallikrein-7 zymogen; purified proKLK7, EDANS-DABCYL substrate fluorescence; 100% is mature enzyme control, 0% vehicle; activation, % at 7 µM; 0.9% of 370,000 active; AID 652039;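 active = activation above the mean of all tested compounds plus 3 SD, computed per campaign excluding outliers beyond control limits, cut at about 13% in these data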
# Target sequence (P49862 whole entry, looked up): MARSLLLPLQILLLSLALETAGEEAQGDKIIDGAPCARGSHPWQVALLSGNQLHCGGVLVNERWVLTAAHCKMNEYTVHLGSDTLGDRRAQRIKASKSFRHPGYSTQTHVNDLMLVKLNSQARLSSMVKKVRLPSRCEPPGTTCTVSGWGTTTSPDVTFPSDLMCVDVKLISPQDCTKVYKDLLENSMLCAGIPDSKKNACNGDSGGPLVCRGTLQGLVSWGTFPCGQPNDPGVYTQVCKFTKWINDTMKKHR
# GC-B act: GC-B (human) receptor activation; P20594; 0.11% of 370,000 active; HEK293-GC-B cells, CNP EC30, cGMP TR-FRET; 0% at EC30 CNP, 100% saturating CNP; AID 1920062; activation, % at 10 µM;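 active = activation at 10 µM reaching about 35% in either raw or pattern-adjusted values, limit read from the data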
# hgDAF-12 ag: agonists of H. glycines DAF-12 nuclear receptor; HEK293 GAL4-hgDAF12 UAS-luciferase reporter, agonist luminescence; normalized to butyrate control; activation, % at 6.8 µM; 1.8% of 370,000 active;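 active = activation above a cutoff set at the mean of all screened compounds plus 3 SD, cut at about 10% in these data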;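 note: 0% = DMSO wells and 100% = sodium butyrate wells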
# hcDAF-12 act: H. contortus DAF-12 activation, primary screen; HEK293 hcDAF-12 lit1-tk-luc reporter, luminescence; 0% DMSO, 100% Δ7-dafachronic acid; activation, % at 6.8 µM; 1.4% of 370,000 active;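 active = activation above the mean of all tested compounds plus 3 SD, cut at about 5.5% in these data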;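 note: 100% = response to 3 µM Δ7-dafachronic acid high control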
# GC-A act: GC-A (human) enzyme activation; P16066; HEK293 GC-A cells, cGMP TR-FRET, EC30 ANP; 0% at EC30 ANP, 100% saturating ANP; activation, % at 10 µM; 0.14% of 370,000 active; AID 1671463; in the data active = activation above about 40%
# Starred values were filed as active, the others as inactive; . = not tested or not shown.
compound	DAX1 inh-1	ssDAF12 agonist	FXN GAA850 act	DAX1 inh-2	HGIII-sPLA2 inh	SMARCA2 act	KLK7 zymogen act	GC-B act	hgDAF-12 ag	hcDAF-12 act	GC-A act
CCCCn1c(N)c(N(CC(C)C)C(=O)COC(=O)C2(c3ccccc3)CC2)c(=O)[nH]c1=O	-0.6	-1.0	-3.5	-0.9	-3	0	0.4	7	1.2	-0.8	-1
O=C1CCCN1CC(O)CS(=O)(=O)Cc1ccc(Cl)cc1 (stereo unspecified)	.	-1.7	0.7	-0.1	3	-5	-0.7	-1	-1.1	-0.9	0
Cc1ccc(C)c(Cc2c(C)nc3c(C(=O)N4CCOCC4)cnn3c2C)c1	-0.6	-1.8	-1.8	-1.2	1	4	3.3	2	-2.0	-1.7	0
O=C(Nc1nc(-c2ccccn2)cs1)c1cc(Cl)ccc1[N+](=O)[O-]	-2.6	-2.7	-4.5	-3.2	9	-11	1.2	6	-11	-2.8	7
CCNC(=O)C1(C)CCCN(C(=O)COCc2ccccc2)C1 (stereo unspecified)	.	-0.9	-0.1	0.3	4	-2	0.3	0	2.1	-0.1	6
CCOC(=O)c1c(C)nc2sc(C(=O)Nc3ccc(OC)cc3)c(N)c2c1-c1ccc(OC)cc1	0.6	-1.0	-0.4	0.1	-3	-3	-0.9	-5	-1.5	-1.1	3
CC(C)c1ccc(Nc2n[nH]c(=S)s2)cc1	.	-0.8	.	1.2	14	-3	-0.8	2	5.5	0.5	4
O=C(COC(=O)CNC(=O)c1cccs1)Nc1ccc(C(F)(F)F)cc1[N+](=O)[O-]	0.5	-0.7	0.9	-0.7	1	-1	0.2	-4	1.2	0.1	-2
CCS(=O)(=O)N1CCN(c2cnn(-c3ccccc3)c(=O)c2Cl)CC1	-0.8	-1.5	-0.3	0.0	7	-1	0.1	2	1.5	-0.2	-6
Cc1ccc(NC(=O)c2ccc([N+](=O)[O-])s2)cc1S(=O)(=O)N1CCOCC1	-3.4	-2.2	-0.7	-7.8	-9	-4	0.7	-3	-11	-4.2	-1
Cc1ccc(C)c(OCCC(=O)NCCc2ccc(S(N)(=O)=O)cc2)c1	0.3	-0.8	0.9	0.2	0	-1	0.0	1	-0.2	-1.3	-1
NC(Cc1ccc(Cl)cc1)c1csc(NC(=O)NCC2CCCCC2)n1 (stereo unspecified)	.	-2.5	0.3	-6.5	12	-7	0.6	-4	-14	-5.2	0
O=C(C1=C[C@H](C2CCCCC2)C[C@H](OCCCCO)O1)N1CCN(Cc2ccccc2)CC1	3.6	-1.4	-3.1	-0.3	-8	1	-0.5	5	-2.4	-1.5	-2
Cc1ccc(CNC(=O)C(C)OC(=O)c2cccs2)cc1 (stereo unspecified)	2.8	-0.7	-2.2	0.1	3	2	-0.2	-1	-1.2	0.1	6
Clc1cccc(Cc2c(-c3ccco3)nc3c4ccccc4ccn23)c1	.	0.0	.	1.4	-3	24*	-0.3	10	2.0	1.8	2
Cc1ccc(NC2=Nc3ccccc3N3C2=Nc2c(c(C)nn2-c2ccccc2)C3c2ccc(O)c(O)c2)cc1 (stereo unspecified)	-0.5	-1.7	-1.6	0.2	-27	-2	-2.8	-7	0.9	2.9	5
NC(c1csc(Nc2nncc3ccccc23)n1)C1CCCCC1 (stereo unspecified)	.	-1.5	-3.8	-2.1	20*	-3	-0.1	-4	0.5	-1.7	-7
Cn1cc(C(=O)N2CCN(c3ccccc3)CC2)c(=O)c2cc(S(=O)(=O)N3CCCC3)ccc21	-0.1	-0.8	0.5	0.1	7	-1	0.3	-2	0.8	-2.2	1
Cc1ccc(S(=O)(=O)N2CCN(C(=O)c3cc4c(C)nn(-c5ccccc5C)c4s3)CC2)cc1	-0.6	-2.3	0.7	-1.9	-31	-2	-0.1	-21	-4.2	-3.8	-20
CCc1nn(CC(=O)N2CCN(c3ccc(F)cc3)CC2)c(=O)c2cc3occc3n12	0.6	-1.1	0.7	-0.5	10	-3	-0.6	-2	1.4	-1.5	-3
N#Cc1ccc(-c2ccc(OCC(O)CN3CCOCC3)cc2)cc1 (stereo unspecified)	0.3	-0.6	1.4	0.0	-8	-2	-0.6	-4	2.3	-1.2	6
CCOC(=O)C1C(=O)OC(C)(C)C1C(C)C(=O)c1ccc(C)cc1 (stereo unspecified)	-0.9	-1.7	-1.9	-0.6	-1	-4	0.0	0	-2.3	0.9	-2
Cc1ccc(C(=O)N(c2ccccn2)C(C)c2ccco2)cc1C (stereo unspecified)	0.2	-1.1	0.8	1.0	0	6	0.0	0	0.2	-0.7	-1
O=C1CN(C(=O)CN2CCOCC2)C(c2ccccc2)c2cc(Br)ccc2N1 (stereo unspecified)	-0.1	-0.5	-0.4	0.5	-3	0	-0.2	-17	0.8	1.5	-14
COc1ccc(N(C(=O)C2CCCCC2)S(=O)(=O)c2cccc3cccnc23)cc1	0.2	-1.6	1.5	-0.5	-6	2	0.1	-11	-2.1	-3.1	-21
OC(Cc1ccccc1Br)c1ncc(-c2cccc(C(F)(F)F)c2)[nH]1 (stereo unspecified)	.	-1.8	-1.0	0.3	-10	-2	0.8	-7	0.8	-1.3	-13
O=C(CN(Cc1ccco1)C(=O)c1ccc(F)cc1)Nc1ccccc1Br	-0.2	-1.5	-0.9	-0.5	2	-4	0.2	-3	-1.0	-0.9	-4
CCCC(=O)N(CCN(Cc1ccccc1)C(=O)CCC)Cc1ccccc1	-0.8	-1.0	-3.1	-0.5	-8	0	1.0	-25	0.8	-1.6	-20
Fc1cccc(CNC2CCC23CCC(c2ccccc2)CC3)c1 (stereo unspecified)	.	-1.6	.	.	1	.	.	-8	-0.9	0.3	-3
COC(=O)[C@H](Cc1ccccc1)NC(=O)N1CCN(c2ccccc2)CC1	-2.0	-0.1	1.6	0.2	1	-2	-0.2	-10	1.6	-1.2	0

# Entries above marked active in SMARCA2 act.
compound	DAX1 inh-1	ssDAF12 agonist	DAX1 inh-2	HGIII-sPLA2 inh	SMARCA2 act	KLK7 zymogen act	GC-B act	hcDAF-12 act	GC-A act
Clc1cccc(Cc2c(-c3ccco3)nc3c4ccccc4ccn23)c1	.	0.0	1.4	-3	24*	-0.3	10	1.8	2

# New compounds follow
compound	DAX1 inh-1	ssDAF12 agonist	FXN GAA850 act	DAX1 inh-2	HGIII-sPLA2 inh	SMARCA2 act	KLK7 zymogen act	GC-B act	hgDAF-12 ag	hcDAF-12 act	GC-A act
CCn1c(=O)cc(SCC(=O)NCc2ccc3c(c2)OCO3)c2ccccc21	-0.6	-1.3	1.3	-0.6	-8	-4	-0.1	-10	-2.0	-1.3	-5
Cc1ccsc1/C=C(\C#N)C(=O)NCc1cccnc1	1.2	-1.3	1.7	0.5	13	-3	-0.9	2	1.6	1.4	4
CC(=O)Nc1ccc(C(=O)OCC(=O)NC(=O)NCc2ccccc2)cc1	0.9	-0.9	-0.8	0.4	-2	-4	-0.1	-5	1.4	0.5	-2
Cc1cnc([N+](=O)[O-])n1CCOC(=O)NC(=O)c1ccccc1	0.5	-0.8	0.4	-1.5	0	2	0.0	-2	1.0	1.4	1
COc1ccc(S[C@]2(C(=O)N3CCN(C(C)=O)CC3)CC(=O)N(C(=O)c3ccccc3)[C@@H]2c2ccc(OC)cc2)cc1	.	-0.1	.	-2.0	-3	-2	0.2	-13	4.0	4.4	-11
O=C(NCc1ccco1)c1nc2c(nnn2Cc2ccccc2Cl)c(=O)[nH]1	-2.3	-1.1	-6.2	-1.1	1	-8	0.0	-9	-2.9	-2.8	-8
CCOC(=O)CCC(=O)N1CCOCCOCCOCC1	0.7	-1.5	1.2	0.1	5	0	-0.6	0	1.4	2.9	5
CCOC(=O)C1=C(C)NC(=S)NC1c1ccc(OCC(=O)N2CCCCCC2)c(OC)c1 (stereo unspecified)	-1.4	-0.9	0.3	0.1	6	-2	0.6	-1	1.7	2.5	-2
COCn1cnc(-c2ccccc2)c1-c1ccccc1	1.0	-1.8	1.9	0.2	3	-1	-0.3	-3	-0.9	-0.6	-5
CN(Cc1ccccc1)C(=O)c1[nH]cnc1C(=O)NCC(=O)OCc1ccccc1	0.3	-1.2	-0.9	-0.3	-7	-1	-0.5	3	-0.5	0.1	-2
O=C(Nc1nc2c(F)cc(F)cc2s1)C1CC1	0.8	-0.6	3.0	-0.5	15	-4	0.0	-2	5.7	0.1	67*
O=C(c1ccccc1)n1c(=S)nc2ccccn21	3.5	1.1*	-9.1	3.4	3	6	-0.6	0	16*	15*	0
COc1ccc(C(C)=O)cc1COC(=O)c1cnc(C)cn1	0.2	-0.5	-1.2	-0.1	1	0	0.3	0	0.8	-0.6	2
Cc1cc(C)n(C(CC(=O)O)C(=O)O)n1 (stereo unspecified)	0.6	-1.1	2.3	0.8	2	0	-0.1	3	-2.3	-1.4	7
COC(=O)c1nn(-c2ccc(Oc3ccccc3)cc2)c(=O)cc1O	0.7	-0.7	1.0	0.2	3	-1	0.9	-2	2.5	-0.2	-2
Cc1ccc(-n2nnnc2SCC(=O)NC2CC2)cc1C	1.1	-1.4	1.0	-0.3	5	2	0.2	2	-1.3	-1.2	3
COc1ccccc1OCc1nn[nH]n1	1.9	-0.1	1.3	0.2	-1	-2	0.6	-1	1.5	-0.5	-1
O=C(Nc1cc2c(cc1Br)OCCCO2)c1ccccc1	2.9	0.9	2.5	2.3	1	3	-0.3	4	11*	4.0	3
Nn1c(=O)[nH]c2ccccc2c1=O	-0.1	-1.4	-0.1	1.0	4	-1	-1.2	3	-2.4	1.4	0
Cc1cccc(C=CC(=O)c2ccccc2)c1	2.1	-0.8	4.1	1.0	2	3	-0.7	-1	10	0.2	5
COCCN1C=C2C(=O)C(C)(OC(=O)C3CCCC3)C(=O)C=C2C=C1c1ccsc1 (stereo unspecified)	0.0	-0.6	1.1	-0.3	4	3	0.4	4	2.4	-0.6	-1
CCCCOc1ccc(C2C(C(=O)c3ccc(C)o3)=C(O)C(=O)N2CC2CCCO2)cc1 (stereo unspecified)	1.0	-0.4	0.1	-0.1	2	-4	0.4	0	3.9	1.0	0
Cc1ccc(C)c(OCCSc2nnc(-c3cccnc3)n2N)c1	0.9	-1.7	-1.8	-0.6	3	0	0.6	2	-0.2	-0.9	3
Cc1ccc(S(=O)(=O)N2CCCCC2)cc1NC(=O)[C@@H]1CCCN1C(=O)c1cccs1	0.4	-0.8	-0.8	1.4	0	1	0.6	5	-0.5	1.3	3
CC(C)(C)c1ccc(C(=O)C2CCCN(C(=O)C3CCOCC3)C2)cc1 (stereo unspecified)	-0.5	-1.2	2.4	-0.7	-3	1	0.5	0	-2.8	-0.8	-1
COc1ccc(NC(=O)[C@@H]2CCCN2S(=O)(=O)c2ccc(Cl)cc2)cc1	-0.2	-0.6	0.4	-0.2	1	-3	-0.2	-1	-2.1	-0.9	-2
O=C(NC1CCCC1)[C@@H]1CCCN1C(=O)[C@@H](NC(=O)N1CCOCC1)c1ccccc1	.	-0.8	.	0.1	3	0	-0.3	1	-1.4	0.3	5
